Assay outcomes as filed in PubChem.
HP1b binding inh = HP1-beta chromodomain-methylated histone interaction inhibition. P83916. AlphaScreen HP1-beta / biotin-H3K9me3 peptide binding. Potency, µM (highest dose often 114 µM), inactives show top-dose activity change, negative = inhibition, hits mostly inhibitors. actives 0.56% (n = 390,000). AID 540317; further: potency means the concentration at half of the fitted maximal effect; nearly all actives have a fitted effect of over 70% in size; inactives centre near 23
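HP1-beta protein (50 nM final) preincubated 30 min at room temperature with biotinylated H3(1-18)K9me3 peptide (50 nM) in PBS pH 7.4, 0.01% Tween-20, then compound added for 30 min. AlphaScreen streptavidin donor/nickel chelate acceptor beads (10 ug/mL final), 30 min dark, luminescence read.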
Pin1 inhibitor = blocks the human prolyl isomerase Pin1. Pin1 FP peptide displacement, HiFluor488, 10 min. Potency, µM (titrated, usually from 115 µM), without a hit: at the top dose activity, negative = inhibition, hits mostly inhibitors. actives 0.009% (n = 390,000). AID 504891; active means well fitted inhibition curve with a large enough effect in the polarisation, with a control signal flat, not every such curve was filed as active; inconclusive means small, poorly fitted or top-dose-only effect, or effect the other way, or a change in a side signal; inactive means no such curve, though single readings can be large or run the other way; the % refers to the polarisation; further: potency means the concentration at half of the fitted maximal effect; on the % scale 0 is the no-effect control and ±100 the full control effect
JMJD2A Tudor inh = JMJD2A Tudor domain (human) inhibition; O75164; AlphaScreen JMJD2A-Tudor / H3K4me3 peptide binding; Potency, µM (doses to about 114 µM), for the others: at the highest dose activity change, negative = inhibition, actives largely listed as inhibitors; actives 4.4% (n = 390,000); AID 504339; further: potency means the concentration at half of the fitted maximal effect; on the % scale 0 is the no-effect control and ±100 the full control effect; nearly all actives have a fitted effect of over 50% in size
GLS inh = glutaminase GLS (human) inhibition; O94925; GLS enzymatic activity, qHTS titration; Potency, µM (doses to about 45.5 µM), for the others: at the top dose activity change, negative = inhibition, actives largely listed as inhibitors; actives 0.21% (n = 410,000); AID 624170; further: potency means the concentration at half of the fitted maximal effect; on the % scale 0 is the no-effect control and ±100 the full control effect
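hKGA in 45 mM KH2PO4 pH 8.2, 0.02% Tween-20 with pin-transferred compounds; 1 mM L-glutamine (stock) plus glutamate oxidase/HRP/Amplex Red coupling added. Fluorescence read initially and after 30 min at RT.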
PI4K2A block = PI4K2A (human) kinase inhibition | purified PI4K2A, ADP-Glo luminescence, 1 h; stronger effect = lower value | activity change, negative = inhibition, % at 76.9 µM | actives 0.13% (n = 420,000) | AID 1346378; in the data active means activity change below about -50%; inconclusive means mostly about -30% to -49%;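 further: -100% = wells without enzyme as full effect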
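Compounds are screened against recombinant PI4K2A using PI as substrate and ATP, the latter dispensed at 300 microM. Reactions run one hour at ambient temperature before ADP-Glo detection; full inhibition defined by wells lacking enzyme.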
POLH inh = blocks human DNA polymerase eta activity; actives 1.2% (n = 390,000); AID 588591; Potency, µM (titrated, usually from 114 µM), for the others: at the top dose activity change, negative = inhibition, usual class: inhibitors; recombinant Pol eta, fluorescent DNA replication assay; Q9Y253; further: potency means the concentration at half of the fitted maximal effect; on the % scale 0 is the no-effect control and ±100 the full control effect
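Pol eta at 10 nM preincubated with compounds 15 min at room temperature; reaction started with fluorescent substrate (50 nM final) and read kinetically at 0 and 10 min.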
PGK inhibitor = T. brucei PGK inhibition; Potency, µM (highest dose often 57.5 µM), without a hit: at the top dose activity change, negative = inhibition, most hits filed as inhibitors; PGK/GAPDH coupled, Kinase-Glo luminescence, 60 min; actives 0.043% (n = 380,000); further: potency means the concentration at half of the fitted maximal effect; on the % scale 0 is the no-effect control and ±100 the full control effect; nearly all actives have a fitted effect of over 60% in size
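Luminescent ATP detection (Kinase-Glo Plus) follows a 60-minute room-temperature incubation, with wells lacking PGK as controls. Buffer: 100 mM TEA (pH 7.6), 5 mM MgCl2, 0.01% Tween-20. Coupling enzyme GAPDH (100 nM final) supplies unstable 1,3-BPG in-well.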
G9a block = inhibitors of human histone lysine methyltransferase G9a. Q96KQ7. G9a H3K9 monomethylation, AlphaScreen, 2 h. Potency, µM (doses to about 102 µM), for inactives: at the top dose activity, negative = inhibition, most hits filed as inhibitors. actives 8.8% (n = 350,000). AID 504332; further: potency means the concentration at half of the fitted maximal effect; on the % scale 0 is the no-effect control and ±100 the full control effect; nearly all actives have a fitted effect of over 75% in size
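Step 1: enzyme (final 20 nM) with compound, 15 min RT. Step 2: substrate peptide 500 nM and SAM 20 uM, 2 h RT. Step 3: anti-H3K9me1 antibody and AlphaScreen beads, 10 min, then plate read.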
BAZ2B inh = blocks human BAZ2B | Q9UIF8 | AlphaScreen BAZ2B-H3K14Ac peptide displacement | Potency, µM (titrated, usually from 114 µM), inactives show top-dose activity change, negative = inhibition, hits mostly inhibitors | actives 4.4% (n = 360,000) | AID 504333; further: potency means the concentration at half of the fitted maximal effect; on the % scale 0 is the no-effect control and ±100 the full control effect; nearly all actives have a fitted effect of over 60% in size
Target sequence (Q9UIF8 whole entry, looked up): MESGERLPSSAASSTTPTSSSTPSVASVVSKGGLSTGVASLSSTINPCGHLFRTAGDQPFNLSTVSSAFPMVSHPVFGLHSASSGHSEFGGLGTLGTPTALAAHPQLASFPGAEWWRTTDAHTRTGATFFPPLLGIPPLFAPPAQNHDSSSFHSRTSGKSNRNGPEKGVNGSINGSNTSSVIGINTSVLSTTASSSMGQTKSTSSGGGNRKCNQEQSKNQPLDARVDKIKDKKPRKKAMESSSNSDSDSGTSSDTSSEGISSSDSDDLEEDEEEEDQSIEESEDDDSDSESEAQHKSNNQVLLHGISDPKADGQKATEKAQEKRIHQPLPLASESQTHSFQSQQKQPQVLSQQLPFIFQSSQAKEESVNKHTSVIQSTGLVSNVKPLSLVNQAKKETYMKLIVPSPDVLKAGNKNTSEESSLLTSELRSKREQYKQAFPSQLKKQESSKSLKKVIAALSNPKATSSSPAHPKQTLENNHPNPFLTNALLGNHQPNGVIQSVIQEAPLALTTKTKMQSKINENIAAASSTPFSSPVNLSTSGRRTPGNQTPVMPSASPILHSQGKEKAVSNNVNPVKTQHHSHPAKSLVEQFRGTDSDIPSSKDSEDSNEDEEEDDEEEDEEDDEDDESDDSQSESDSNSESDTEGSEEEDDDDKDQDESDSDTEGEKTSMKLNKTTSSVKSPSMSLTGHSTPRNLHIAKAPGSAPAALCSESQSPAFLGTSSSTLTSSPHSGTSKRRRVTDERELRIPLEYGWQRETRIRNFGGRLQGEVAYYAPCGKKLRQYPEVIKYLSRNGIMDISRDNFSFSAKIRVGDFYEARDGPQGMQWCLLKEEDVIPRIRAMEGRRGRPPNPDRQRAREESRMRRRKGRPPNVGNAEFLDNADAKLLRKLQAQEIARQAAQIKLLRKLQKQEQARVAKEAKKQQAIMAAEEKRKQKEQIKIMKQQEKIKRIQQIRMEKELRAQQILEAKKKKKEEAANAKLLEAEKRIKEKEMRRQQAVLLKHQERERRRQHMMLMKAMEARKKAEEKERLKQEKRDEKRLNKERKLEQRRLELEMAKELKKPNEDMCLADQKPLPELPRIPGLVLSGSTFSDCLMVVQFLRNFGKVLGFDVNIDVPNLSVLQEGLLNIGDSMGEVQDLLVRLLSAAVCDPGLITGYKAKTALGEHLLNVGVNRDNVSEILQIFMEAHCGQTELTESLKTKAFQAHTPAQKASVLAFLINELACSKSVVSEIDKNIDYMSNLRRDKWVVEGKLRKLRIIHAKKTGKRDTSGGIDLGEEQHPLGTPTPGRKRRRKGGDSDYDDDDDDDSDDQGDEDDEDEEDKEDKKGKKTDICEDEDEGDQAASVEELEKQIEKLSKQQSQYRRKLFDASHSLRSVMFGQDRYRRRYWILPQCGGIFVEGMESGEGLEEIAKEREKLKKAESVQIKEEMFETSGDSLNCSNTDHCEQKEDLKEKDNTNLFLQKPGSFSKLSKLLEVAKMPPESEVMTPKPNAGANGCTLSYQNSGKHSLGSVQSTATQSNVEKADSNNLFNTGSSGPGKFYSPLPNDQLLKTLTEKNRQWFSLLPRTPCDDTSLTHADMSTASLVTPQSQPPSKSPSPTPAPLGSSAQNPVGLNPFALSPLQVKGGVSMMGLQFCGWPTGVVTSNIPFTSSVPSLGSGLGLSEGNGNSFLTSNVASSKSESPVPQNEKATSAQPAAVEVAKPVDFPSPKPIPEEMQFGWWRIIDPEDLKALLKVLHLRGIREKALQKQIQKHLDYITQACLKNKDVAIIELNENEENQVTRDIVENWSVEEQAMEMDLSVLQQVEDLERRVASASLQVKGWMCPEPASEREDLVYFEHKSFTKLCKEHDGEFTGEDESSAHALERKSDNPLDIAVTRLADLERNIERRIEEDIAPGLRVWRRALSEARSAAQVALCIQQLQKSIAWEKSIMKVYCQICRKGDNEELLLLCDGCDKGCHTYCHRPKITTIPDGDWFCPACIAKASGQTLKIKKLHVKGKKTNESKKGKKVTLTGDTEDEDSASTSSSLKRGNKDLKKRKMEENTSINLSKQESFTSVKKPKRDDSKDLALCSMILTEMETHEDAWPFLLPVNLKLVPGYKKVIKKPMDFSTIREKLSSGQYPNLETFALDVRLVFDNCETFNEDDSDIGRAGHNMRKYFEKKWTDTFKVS
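Inhibition is scored as reduced AlphaScreen emission. The BAZ2B/b-H3(5-23)K14Ac complex (50 nM each) in PBS pH 7.4, 0.01% Tween-20 meets compound (up to 110 uM) for 30 min at RT before bead addition.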
Numbers without * were called inactive; i = inactive; ? = inconclusive; . = no result given; & = joins results of further samples; [ ] = another dose, or the depositor's remark. Unless noted, the call rests on the fitted dose curve; in most records, active means well fitted curve in the direction sought with a large enough effect; inconclusive means small, poorly fitted or top-dose-only effect, or another doubt; inactive means no such curve, though single readings can be large; an effect the other way counts as inactive or inconclusive.

SMILES	HP1b binding inh	Pin1 inhibitor	JMJD2A Tudor inh	GLS inh	PI4K2A block	POLH inh	PGK inhibitor	G9a block	BAZ2B inh
CC(C)CN1CCNC(=O)C1CC(=O)NCCc1ccc(C(F)(F)F)cc1 (centres undefined)	24%	2%	-3%	1%	0	-6%	-4%	?	-20%
c1ccc(Cn2nnnc2C(c2cccnc2)N2CCN(C3CCCCC3)CC2)cc1 (centres undefined)	8%	-5%	-18%	-8%	0	13%	i	-3%[12.7 µM]	17%
CCOC(=O)CN1C(=O)S/C(=C/c2ccco2)C1=O	24%	-2%	3%	2%	-1	-18%	4%	?	?
COc1cc(OC)cc(-c2c(-c3ccc(F)cc3)c3cc(-c4ccc5c(c4)OCCO5)ccc3n2C)c1	30%	2%	-10%	0%	-7	-1%	0%	.	.
CC(C)(C)n1nc2c(c1NC(=O)c1ccc(S(=O)(=O)N3CCCC3)cc1)CSC2	52%[activator]	4%	-11%	8%	-14	-26%	-9%	8%[59 µM]	2%
CCOC(=O)C1=C(O)C(=O)N(C2CCCCC2)C1	4%	1%	4%	2%	2	0%	-8%	?	-14%
O=[N+]([O-])c1ccc2c(c1)ncn2CCc1ccccc1	14%	-2%	-29%	-4%	3	-18%	-6%	-1%[59 µM]	-2%
COc1ccc(S(=O)(=O)N2CCCC2C(=O)Nc2nnc(-c3cccnc3)s2)cc1 (centres undefined)	-26%	2%	-26%	-17%	1	-13%	-9%[11.5 µM]	3.5µM*	-8%
O=C(CSc1ncnc2sccc12)NCc1ccc2c(c1)OCO2	32%	11%	-12%	3%	-3	-14%	-10%	-3%[12.7 µM]	5%
COC(=O)Nc1nnc(CC(=O)Nc2ccccc2C)s1	26%	-12%	-9%	-6%	4	-13%	-3%	-10%[59 µM]	3%
CCOc1ccc(OCCC(=O)OCC(=O)N2CCN(S(=O)(=O)c3ccc(C)cc3C)CC2)cc1	16%	0%	-27%	-1%	6	-17%	-1%	.	.
Cc1cc(SCC(=O)Nc2c(C)n(C)n(-c3ccccc3)c2=O)nc2ccccc12	25%	0%	-15%	4%	-1	-16%	i	1%	-14%
CCOC(=O)N1CCC(NC(=O)c2cnn(-c3ccccc3)c2C2CCN(C(=O)OC(C)(C)C)CC2)CC1	25%	-7%	-7%	-12%	0	0%	7%	-24%[59 µM]	13%[57.1 µM]
O=C(/C=C/c1ccco1)NC(=S)Nc1cccc(-c2nc3ccccc3o2)c1	-18%	?	50µM*	19%	?	32µM*	2%	?	45µM*
COc1ccc(CCNC(=O)COc2ccc3c(C)cc(=O)oc3c2)cc1	20%[57 µM]	-5%	-1%	-7%	-6	-17%	16%	.	.
Cc1c(NC(=O)c2cn3ccccc3n2)cccc1-n1cnnn1	14%	1%	20µM*	-18%	-6	-4%	0%	?	-11%
COC(=O)C(C)Sc1nc2c(cnn2-c2ccc(Cl)cc2)c(=O)[nH]1 (centres undefined)	31%	-5%	-8%	-5%	2	-11%	-2%	8%	28%
COc1cc(C(=O)Nc2ccc3nc(SCc4ccc(C)cc4)sc3c2)cc(OC)c1OC	83%[activator]	18%	1%	6%	-9	-21%	i	21%[59 µM]	-1%
CC(C)c1ccc(NC(=O)c2cccnc2)cc1	107%[activator]	-2%	-6%	0%	-2	-12%	-8%	7%[59 µM]	.
Cc1ccccc1OCC(=O)Nc1sc2c(c1C#N)CC(C)(C)NC2(C)C	14%	3%	2%	0%	2	-16%	i	4%	0%
O=C(COC(=O)Cc1ccc(Cl)cc1Cl)Nc1ccc(OC(F)F)cc1	111%[activator]	-1%	32%	-1%	-3	?	-5%	44%[59 µM]	26%
Cc1nc2nc(NC(=O)CC(C)C)[nH]n2c(=O)c1Cc1ccccc1	21%	-8%	-9%	4%	2	-16%	4%	-4%[59 µM]	1%
Nc1c(C(=O)NC2CCCC2)c2nc3ccccc3nc2n1/N=C/c1ccco1	15%	11%	-6%	3%	1	-9%	3%	-6%	4%
COc1ccc(-n2ncc3c(SCC(=O)OC(C)C)ncnc32)cc1	.	.	.	-2%	-7	-7%	-2%	.	.
Cc1cc([N+](=O)[O-])ccc1N	37%	-2%	-14%	1%	6	-18%	i	-49%	-3%

Full records, looked up by structure.
Listed for O=[N+]([O-])c1ccc2c(c1)ncn2CCc1ccccc1 : HP1b binding inh: 14%; Pin1 inhibitor: -2%; JMJD2A Tudor inh: -29%; GLS inh: -4%; PI4K2A block: 3; POLH inh: -18%; PGK inhibitor: -6%; G9a block: -1%[59 µM]; BAZ2B inh: -2%
Listed for Cc1cc([N+](=O)[O-])ccc1N : HP1b binding inh: 37%; Pin1 inhibitor: -2%; JMJD2A Tudor inh: -14%; GLS inh: 1%; PI4K2A block: 6; POLH inh: -18%; PGK inhibitor: i; G9a block: -49%; BAZ2B inh: -3%

Next entries
SMILES	HP1b binding inh	Pin1 inhibitor	JMJD2A Tudor inh	GLS inh	PI4K2A block	POLH inh	PGK inhibitor	G9a block	BAZ2B inh
Cc1ccc(-c2c3c(=O)n(C)c(=O)n(C)c3cn2Cc2ccccc2)cc1	8%	3%	?	4%	-5	-11%	3%	11µM*	?
Cc1cc(Nc2cc(C(=O)O)ccc2C)n2ncnc2n1	38%	1%	-13%	0%	-4	-19%	-9%	?	4%
Cc1cc(C)cc(NC(=O)C2CCCN(C(=O)c3cnn(-c4ccccc4)c3-n3cccc3)C2)c1 (centres undefined)	17%	8%	-22%	-2%	1	-27%	-1%	-2%[59 µM]	-22%
Cc1nn(-c2ccc(N3CCOCC3)nn2)c(C)c1CCC(=O)NCc1ccc(F)cc1	24%&69%	-6%&-2%	0%&-4%	-3%&-6%	2&-1	9%&0%	-5%	15%	?
CCC1(c2ccc(F)cc2)NC(=O)N(CC(=O)N2CCN(C(=O)c3ccco3)CC2)C1=O (centres undefined)	15%	-12%	-13%	-2%	2	-11%	-10%	.	.
O=C(C1CCCC1)N1CCC(CO)(Cc2ccccc2Cl)CC1	25%	1%	-7%	-7%	3	-12%	i	14%	3%
Cc1ccc(C(=O)c2ccccc2C(=O)OCC(=O)Nc2cccc([N+](=O)[O-])c2)cc1	5%	7%	?	0%	-4	-23%	i	?	-29%
c1ccc2c(c1)ncn2-c1ncnc2sc3c(c12)CCCC3	38%[activator]	-1%	-10%	-2%	0	-8%	4%	9%	-34%
CCOC(=O)C1CCN(C(=O)Nc2ccc(OC(F)(F)F)cc2)CC1	-1%	-7%	-11%	-7%	-1	-8%	?	19%	-3%
Cc1cc(C)cc(NC(=O)Nc2cnccn2)c1	31%	-3%	-5%	1%	0	5%	1%	.	-5%
Cc1ccc(NC(=O)CSc2nc3c(c(=O)[nH]2)CN(Cc2ccc(F)cc2)CC3)cc1C	24%	11%	-5%	-2%	5	-19%	i	-8%	3%
Cc1ccc(Nc2cnn(C34CC5CC(CC(CC(=O)O)(C5)C3)C4)c(=O)c2Cl)c(Cl)c1	30%	-1%	-8%	-18%	-2	-13%	6%	-8%	-18%
Cc1ccc(NC(=O)CCc2c[nH]c3ccccc23)nc1	12%	1%	?	17%	-2	-3%	10%	5%	?
CC1(NC(=O)c2cc(Cl)nc3ccccc23)CCS(=O)(=O)C1 (centres undefined)	39%[activator]	-1%	-6%	-1%	2	-23%	-12%	2%[12.7 µM]	-1%
O=C(/C=C\Nc1cccc(F)c1)c1ccc2c(c1)OCO2	33%	6%	-3%	14%	-11	-8%	-15%	17%	2%
COc1cccc(C(=O)/C=C/Nc2ccc(S(=O)(=O)Nc3ncccn3)cc2)c1	33%	?	-14%	9%	-2	-20%	-3%	26%[59 µM]	2%
Cc1ccc(O)c(CCc2ccccc2)n1	25%	-1%	-10%	5%	0	-13%	1%	-27%[59 µM]	1%
Cc1c(C(=O)C(=O)NCCC2=CCCCC2)c2ccccc2n1C	30%	0%	-10%	0%	-3	-3%	-5%	1%	-4%
O=S(=O)(NCc1ccccc1)c1cccs1	-12%	31%[activator]	?	3%	5	?	i	14%	5%
CCSc1nc(C)nc2c1oc1ccccc12	66%[activator]	-7%	26%	7%	9	-22%	15%	7%[12.7 µM]	37%
COC(=O)[C@@]1(Cc2ccc(OC)cc2)[C@H]2c3cc(C(=O)N(C)C)[nH]c3C[C@H]2CN1C(=O)c1ccccc1	13%	-1%	-30%	-6%	-4	-4%	i	50µM*	56µM*
CCOc1cc(CNc2cccc3[nH]c(C)nc23)ccc1OC	11%	-7%	?	12%	-3	-20%	-7%	50µM*	?
CN1CCN(c2ccc(-c3ccnn3C(=O)Nc3cccc(C(F)(F)F)c3)cc2)CC1	14%	6%	-13%	35%[activator]	-7	0%	-5%	-15%[59 µM]	-1%
COc1cc(C=NNC(=O)c2cccnc2)ccc1OC(=O)c1ccccc1F	23%	1%	-20%	13%	8	-15%	-2%	.	.
COCCCNC(=O)c1ccc(Cn2c(=O)c3ccccc3n(Cc3ccc(Cl)cc3)c2=O)cc1	23%	-8%	-19%	1%	-5	-13%	i	3%[59 µM]	8%
O=C(Nc1ccncc1)Nc1ccc(F)c(Cl)c1	32%	-1%	-12%	0%	-1	-4%	7%	.	2%
COc1ccc(/C=N/N(Cc2ccccc2)c2ccccc2)cc1O	40µM*	-3%	10µM*	16µM*	4	-23%	-8%	28µM*	28µM*
O=C(OCC(=O)N1CCCC1=O)c1nc(Cl)c(Cl)c(Cl)c1Cl	-2%	2%	?	?	-11	56µM*	-11%	.	71µM*
COc1ccccc1/C=C/C=N/NC(=O)CN1CCN(Cc2ccccc2)CC1	12%	5%	-5%	-1%	5	-14%	-6%	.	-14%
O=C(/C=C/c1ccccc1Cl)N(Cc1ccccc1)C1CCS(=O)(=O)C1 (centres undefined)	10%	5%	-23%	1%	1	-5%	i	13%	-4%

Only part of the results is shown; count on the stated rates, not on these rows.
